MCL1-BIM inh: inhibitors of MCL1 binding to BIM-BH3, primary screen, biochemical, fluorescence polarization. Induced myeloid leukemia cell differentiation protein Mcl-1 (Homo sapiens), Q07820. GST-MCL1 / FITC-Bim-BH3 fluorescence polarization. inhibition, % at 10.9 µM. hit rate 0.68% among 320,000. AID 2057, 2009;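 active = inhibition above the mean inhibition of all tested compounds plus 3 SD, set per campaign, cut at about 40% in these data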;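 note: 0% = DMSO wells and 100% = unlabeled Bim-BH3 peptide control; higher means more loss of mP so more displacement of Bim peptide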
AHR act: AHR activators, primary screen, cell-based, luminescence, luciferase reporter, human; AHR-responsive luciferase reporter cells; hit rate 2.5% among 320,000; activation, % at 5 µM; Aryl hydrocarbon receptor (Homo sapiens), P35869; in the data active = activation above about 47%;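 note: 0% = vehicle wells and 100% = reference agonist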
PME-1 primary: PME-1 inhibitors via competitive probe labeling, primary screen, biochemical, fluorescence polarization, FP-Rh probe, HTS. Protein phosphatase methylesterase 1 (Homo sapiens), Q9Y570. AID 2130, 2009. recombinant PME-1. hit rate 0.53% among 320,000. inhibition, % at 5.9 µM;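 active = inhibition above the campaign mean of all compounds plus 3 SD, cut at about 26% in these data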;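 note: competitive labeling of PME-1 active site by serine hydrolase directed probe; 0% = PME-1 with DMSO and 100% = wells lacking PME-1 enzyme; inhibitors block probe labeling so polarization falls and inhibition rises; many of its hits are not listed in these tables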
PAFAH1B2 inh: PAFAH1B2 enzyme inhibitors, primary screen, biochemical, fluorescence polarization, human; Platelet-activating factor acetylhydrolase IB subunit alpha2 (Homo sapiens), P68402; recombinant PAFAH1B2, FP-rhodamine activity probe; inhibition, % at 3.39 µM; hit rate 1.2% among 340,000;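 active = inhibition above the mean of all tested compounds plus 3 SD, cut at about 24% in these data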;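 note: 0% = enzyme with DMSO and 100% = wells lacking PAFAH1B2; many of its hits are not listed in these tables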
Target sequence (P68402 whole entry, looked up): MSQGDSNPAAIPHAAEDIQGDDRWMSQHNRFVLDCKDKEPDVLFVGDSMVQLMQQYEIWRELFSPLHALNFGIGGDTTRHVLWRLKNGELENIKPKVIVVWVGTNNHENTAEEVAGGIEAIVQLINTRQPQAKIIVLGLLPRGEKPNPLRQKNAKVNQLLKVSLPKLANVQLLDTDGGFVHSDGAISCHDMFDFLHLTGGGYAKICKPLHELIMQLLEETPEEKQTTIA
Fam108B counter: mouse Fam108B serine hydrolase inhibitors, primary screen, counter-screen for RBBP9 inhibitor project, biochemical, fluorescence polarization; hit rate 0.33% among 300,000; inhibition, % at 9.51 µM; recombinant Fam108B, FP-Rh probe fluorescence polarization; AID 1947, 2009;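 active = inhibition above the screen mean inhibition plus 3 SD, computed separately per campaign, cut at about 18% in these data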;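 note: inhibitors lower polarization as less probe binds the enzyme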
pPAFAH inh: pPAFAH enzyme inhibitors, primary screen, biochemical, fluorescence polarization, human | Platelet-activating factor acetylhydrolase (Homo sapiens), Q13093 | recombinant pPAFAH, FP-rhodamine probe fluorescence polarization | inhibition, % at 3.39 µM | hit rate 1.5% among 330,000 | AID 463082, 2010;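 active = inhibition above the mean inhibition across the screen plus 3 SD, cut at about 25% in these data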;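 note: inhibitors block binding of the rhodamine activity-based probe so polarization drops; 0% = enzyme with DMSO and 100% = wells lacking pPAFAH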
Bcl-xL primary: inhibitors of human Bcl-xL, primary screen, biochemical, fluorescence polarization, HTS. Bcl-2-like protein 1 (Homo sapiens), Q07817. GST-Bcl-xL / FITC-Bim BH3 peptide fluorescence polarization. inhibition, % at 10.9 µM. hit rate 0.7% among 320,000. AID 2129, 2009;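 active = inhibition above the mean of all tested compounds plus 3 SD, cutoff set per campaign, cut at about 30% in these data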;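 note: 0% = DMSO wells and 100% = unlabeled Bim-BH3 peptide competitor; inhibitors lower millipolarization by displacing the labeled peptide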
Target sequence (Q07817 whole entry, looked up): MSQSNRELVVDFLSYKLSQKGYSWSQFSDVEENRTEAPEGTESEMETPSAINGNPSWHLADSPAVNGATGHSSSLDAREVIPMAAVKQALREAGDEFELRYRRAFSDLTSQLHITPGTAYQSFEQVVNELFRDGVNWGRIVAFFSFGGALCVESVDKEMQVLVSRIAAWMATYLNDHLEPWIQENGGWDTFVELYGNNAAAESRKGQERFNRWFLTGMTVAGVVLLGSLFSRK
MEX-5 binding: MEX-5 zinc finger RNA-binding disruptors – biochemical, C. elegans, fluorescence polarization, MLPCN library, primary screen; Zinc finger protein mex-5 (Caenorhabditis elegans), Q9XUB2; MEX-5/FITC-TCR2 RNA binding; hits give low values; activity score (negative = inhibition of binding), % at 10 µM; hit rate 0.38% among 300,000; AID 1832, 2009;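 active = inhibition past about -25% in most replicates, and total fluorescence under double the plate's negative control median, limit read from the data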;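 note: 0% = DMSO and -100% = 5 µM competing unlabeled TCR2 RNA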
Target sequence (Q9XUB2 whole entry, looked up): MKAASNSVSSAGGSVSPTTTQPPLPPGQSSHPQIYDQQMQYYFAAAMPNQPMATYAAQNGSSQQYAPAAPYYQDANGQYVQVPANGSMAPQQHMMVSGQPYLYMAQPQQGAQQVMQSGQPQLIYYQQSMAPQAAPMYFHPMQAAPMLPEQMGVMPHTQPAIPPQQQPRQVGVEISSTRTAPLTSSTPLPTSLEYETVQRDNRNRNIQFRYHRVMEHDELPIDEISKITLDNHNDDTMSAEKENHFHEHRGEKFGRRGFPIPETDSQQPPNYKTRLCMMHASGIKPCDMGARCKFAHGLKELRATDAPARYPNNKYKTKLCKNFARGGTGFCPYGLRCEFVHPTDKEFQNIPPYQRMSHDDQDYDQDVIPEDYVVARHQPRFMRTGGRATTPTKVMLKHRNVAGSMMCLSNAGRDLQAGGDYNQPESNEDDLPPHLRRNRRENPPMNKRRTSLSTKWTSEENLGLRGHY
GLD-1 RNA inh: GLD-1/TGE RNA complex disruptors, primary screen, biochemical, fluorescence polarization. Female germline-specific tumor suppressor gld-1 (Caenorhabditis elegans), Q17339. purified GLD-1 + fluorescein TGE RNA. inhibition, % at 5.96 µM. hit rate 0.44% among 320,000. AID 2280, 2010;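 active = percent inhibition above a per-plate cutoff, the plate mean of test compounds plus 3 SD, cut at about 30% in these data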;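 note: 0% = DMSO wells with GLD-1 and probe and 100% = wells lacking GLD-1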
Active calls of the source: *; nt = not tested or not shown.

nr	SMILES	MCL1-BIM inh	AHR act	PME-1 primary	PAFAH1B2 inh	Fam108B counter	pPAFAH inh	Bcl-xL primary	MEX-5 binding	GLD-1 RNA inh
1	C=C(C)[C@@H]1CCC2(C(=O)O)CC[C@]3(C)[C@H](CC[C@@H]4[C@@]5(C)CCC(=O)C(C)(C)[C@@H]5CC[C@]43C)[C@@H]12 (some centres not stated)	9	-1	-13	0	-4	-9	6	0.0	-1
2	CCN1CCN(C(CNS(=O)(=O)c2ccc(C)cc2)c2cccnc2)CC1 (configuration not stated)	3	1	0	1	-1	5	-4	4.1	0
3	Cc1ccccc1C(=O)N1CCCC(N2CCN(Cc3ccc4c(c3)OCO4)CC2)C1 (configuration not stated)	4	-1	-1	5	4	-3	3	-5.2	-7
4	Cc1ccc(C)n1-n1cnc2sc3c(c2c1=O)CCCCC3	-5	1	-1	0	2	-2	0	0.6	-1
5	Cc1ccccc1Nc1nnc(SCC(=O)NC2CCCc3ccccc32)s1 (configuration not stated)	4	-2	19	5	0	2	5	0.9	4
6	CCOC(=O)c1ccc(NC(=O)CSc2nnc(CCc3ccc(C)o3)n2-c2ccccc2)cc1	-1	5	-12	-2	-3	13	-4	-1.2	10
7	COc1cccc(NC(C)(C)c2nnnn2-c2c(C)cccc2C)c1	5	-1	1	nt	4	5	-1	2.5	4
8	CCOC(=O)C(C)CC(C)C(=O)N1CCOCCN(C(=O)C(C)CC(C)C(=O)OCC)CCOCC1 (configuration not stated)	5	-3	-1	5	-3	2	9	1.1	0
9	CCOC(=O)c1c(C)[nH]c(C(=O)N2CCCC(C(=O)c3ccccc3OC)C2)c1C (configuration not stated)	-3	4	1	3	2	6	6	0.1	5
10	O=C(O)c1cc(-c2ccc(/C=C3\NC(=O)N(c4ccccc4)C3=O)o2)ccc1Cl	31	0	-15	3	5	16	23	-10	9
11	O=C(CNCCO)Nc1ccc(F)c(Cl)c1	1	1	4	1	-1	-3	3	-1.2	2
12	CC(=O)c1ccc(S(=O)(=O)NCC(=O)NC(c2nc3ccccc3[nH]2)C(C)C)cc1 (configuration not stated)	nt	8	nt	-1	nt	4	nt	nt	0
13	Oc1ccc(Cl)cc1C=Nc1ccc2c3c(cccc13)CC2	-4	49*	-3	1	-3	15	9	0.4	-37
14	O=C1C2C3C=CC(C4CC34)C2C(=O)N1Cc1ccco1 (configuration not stated)	10	-2	-3	1	2	2	7	-1.3	8
15	COc1cc(NC(=O)c2cc3nc(C)cc(C)n3n2)c(OC)cc1Cl	0	18	-2	1	2	10	8	-0.6	1
16	Cc1cc(SCC(=O)OCC(=O)N(C)C2CCS(=O)(=O)C2)c(C)cc1Br (configuration not stated)	4	3	5	8	2	8	-6	-1.7	3
17	CCOc1ccc(N(C(=O)c2cc3ccccc3oc2=O)C2C=CS(=O)(=O)C2)cc1 (configuration not stated)	3	-4	3	2	3	3	5	1.3	-4
18	O=[N+]([O-])c1ccc(-c2csc(Nc3ccccc3)[n+]2Cc2ccccc2)cc1	-17	6	-4	6	7	6	-5	-0.1	-13
19	N#CCSc1nc2ccccc2c(=O)n1CCC(=O)NCCc1ccccc1	2	-1	1	0	0	12	6	-1.0	-1
20	CN(C(=O)c1ccc(-c2ccccc2)cc1)C1CCCCC1	-3	-2	0	nt	-3	-10	-1	0.4	8
21	COc1cc(Cl)c(C)cc1NC(=O)COc1cc(C)nc(C(C)C)n1	0	0	-3	2	-1	-1	-1	0.9	-4
22	CCC(C)(C(=O)NC1CCCCC1)N(C(=O)C1CCC(=O)N1)c1ccccc1 (configuration not stated)	1	-6	-3	2	3	3	9	nt	1
23	Cc1ccc(F)c([C@H]2C3C=CCC(c4ccccc4)C3C(=O)N2Cc2ccccc2)c1 (some centres not stated)	1	1	-2	-1	1	0	4	0.1	5
24	Cn1c(Cn2c(=O)sc3ccccc32)nnc1SCC(=O)NCc1ccc(F)cc1	3	1	8	7	-3	-3	1	nt	2
25	O=C(Cc1c(F)cccc1Cl)N1CCN(C(=O)c2ccco2)CC1	2	4	1	2	0	4	6	-0.6	5
26	C=CCc1ccccc1OCCCCN1CCCC1	9	0	8	3	2	0	3	-1.1	5
27	C=CC[C@@H](CC(=O)N[C@@H](CO)Cc1ccccc1)C(=O)N[C@H](COC(=O)[C@@H](CC=C)Cc1ccc(F)cc1)Cc1ccccc1	nt	0	nt	-2	nt	-1	nt	nt	8
28	Cc1cccc(NC(=O)CCc2c(C)nn(-c3ccc(N4CCOCC4)nn3)c2C)c1	1	6	0	3	-1	0	1	-0.5	0
29	Cc1nc2ccccn2c1C(=O)OCC#N	-3	-3	3	4	1	3	3	-1.3	2
30	CCOc1ccc(N(CC(=O)NC2CCCC2)S(=O)(=O)c2c(C)noc2C)cc1	6	1	7	1	-1	5	1	-0.1	-4
31	O=C(c1ccc(C(F)(F)F)cc1)n1ccc(-c2cccs2)n1	-22	-1	-4	1	7	2	-13	0.2	-4
32	O=C(NCCc1ccccc1)c1cnn2c(C(F)F)cc(C3CC3)nc12	3	5	7	2	6	5	8	-0.1	7
33	Cc1cccc(N2CC(C(=O)NCCC3=CCCCC3)CC2=O)c1C (configuration not stated)	0	3	0	9	5	-3	-4	0.4	5
34	O=C(c1cccc(S(=O)(=O)N2CCN(c3ccc(F)cc3)CC2)c1)N1CCCC1	nt	1	nt	5	nt	4	nt	nt	1
35	COc1ccccc1C(=O)/C=C/c1ccc(N2CCCCC2)c([N+](=O)[O-])c1	5	-5	-12	-1	1	15	6	-3.7	4
36	CC(=O)Nc1ccc(N=Nc2ccc(O)cc2)cc1	10	11	0	1	1	-2	3	1.2	-8
37	CN1/C(=C/C(=O)c2cccs2)Sc2ccccc21	13	86*	3	4	1	10	6	-11	0
38	Cc1ccc(/C=C/c2ccc(N(C)C)cc2)[n+](C)c1	-43	2	-29	-8	-20	-3	-16	53	30
39	Cc1nc(SCC(=O)NC2CC2)c2c(C)c(C)sc2n1	6	10	3	-2	1	6	4	-0.8	0
40	Cc1c(NC(=O)c2c([N+](=O)[O-])cnn2C)c(=O)n(-c2ccccc2)n1C	-4	0	-9	7	-1	0	-2	3.2	-1
41	Cc1ccc(Nc2nc(NCC3CCCO3)nc(N)c2[N+](=O)[O-])cc1 (configuration not stated)	5	26	3	0	-1	8	7	-0.3	-2
42	Cc1cc2oc(C(=O)Nc3c(C)n(C)n(-c4ccccc4)c3=O)c(C)c2cc1Cl	0	81*	3	-2	2	10	1	-0.8	1
43	CCn1cc(C(=O)O)c(=O)c2cc(F)c(N3CCN(C(=S)NC(=O)c4cccc(C)c4)CC3)cc21	-2	1	-10	4	1	-7	0	-0.2	-1
44	CC1CCc2sc(C(=O)NN)cc2C1 (configuration not stated)	3	39	-5	6	1	1	-1	-1.1	72*
45	COC(=O)c1sc2nc(SCc3cccc(Cl)c3)n(N)c(=O)c2c1C	12	4	-3	-5	-3	0	0	-0.1	1
46	Cc1ccccc1-n1c([C@@H]2C[C@H]2c2ccccc2)n[nH]c1=S	-8	-2	-1	9	-5	-3	-4	-0.1	6
47	O=C(Nc1nc2c(F)c(F)c(F)cc2s1)c1ccco1	3	2	-2	12	-3	0	4	-5.8	-1
48	CCOC(=O)c1ccc(NC(=O)Oc2ccccc2)cc1	2	-2	-6	4	0	3	7	0.1	2
49	NC(=O)c1nsc(C(=O)N(CC(=O)NC2CCCC2)c2cccc(C(F)(F)F)c2)c1N	4	3	-1	4	-2	-7	1	-0.7	-1
50	COc1ccc2[nH]c(=O)c(C(c3nnnn3C3CCCC3)N(C)C3CCCCC3)cc2c1 (configuration not stated)	-3	1	4	2	2	4	1	-1.6	5
51	CC(=NCCN1CCNCC1)C1=C(O)CC(C)(C)CC1=O	9	-2	4	7	0	11	1	0.5	-9
52	CCOC(=O)C(C)Sc1nnc2n1C(C)(C)Cc1ccccc1-2 (configuration not stated)	-11	-1	1	2	-2	3	0	2.7	5
53	CCN(CC)c1nc(Nc2ccc(Cl)cc2)nc(OCC#N)n1	1	2	-9	0	-4	9	6	-0.9	0
54	COc1ccc(OC)c(CC(NC(C)=O)C(=O)NC2CCN(c3cc(C)nc4ncnn34)CC2)c1 (configuration not stated)	-1	-2	-5	nt	5	0	8	1.2	5
55	N#Cc1ncc(Cl)c2ccccc12	2	2	-2	3	1	-3	2	1.9	2
56	Cc1ccc(C(=O)O/N=C(\N)c2nonc2N)cc1	-2	-1	-1	3	5	2	2	0.1	0

The results go on:
nr	SMILES	MCL1-BIM inh	AHR act	PME-1 primary	PAFAH1B2 inh	Fam108B counter	pPAFAH inh	Bcl-xL primary	MEX-5 binding	GLD-1 RNA inh
57	COc1c(Cl)ccc(Cl)c1C(=O)NC(=S)N1CCOCC1	6	-1	-1	2	-5	-1	8	-0.5	6
58	O=C(CCSc1ccccn1)Nc1ccc(Br)cc1	7	7	-5	4	-2	3	-1	-0.3	3
59	CN(C)CCCN(C(=O)c1ccc(S(=O)(=O)N2CCCCCC2)cc1)c1nc2cc3c(cc2s1)OCCO3	-6	-9	6	-4	1	1	-1	-2.3	1
60	COCc1nnc(NC(=O)c2cccc(NC(=O)c3ccccc3)c2)s1	-5	12	-1	-1	-1	9	-4	-0.7	-5
61	O=C(OCC(=O)N1CCC(Cc2ccccc2)CC1)c1ccc(CO)cc1	2	0	2	1	nt	5	-4	nt	9
62	COc1cccc(NC(=O)CSc2nnc(Cn3cnc([N+](=O)[O-])n3)n2C)c1	7	0	0	4	4	2	1	-0.7	-5
63	Cc1cccc(NC(=O)N2CCN(Cc3ccc(Cl)cc3)CC2)c1	0	-2	4	8	-2	0	4	-1.8	8
64	CO/N=C/c1ccc(Oc2ccc([N+](=O)[O-])cc2[N+](=O)[O-])c(OC)c1	0	3	3	-2	2	3	4	-1.1	5
65	COc1ccccc1OCC(=O)N1CCCC(Nc2cccc(F)c2)C1 (configuration not stated)	-3	3	-11	1	-3	-7	2	1.8	2
66	COc1cc(C(=O)Nc2cccc(C(C)=O)c2)cc(OC)c1OC	3	11	0	-4	3	4	9	3.2	1
67	CC(c1cccnc1)N(C(=O)Nc1ccccc1)C1CCCCC1 (configuration not stated)	6	-3	-4	-4	1	4	6	-0.8	5
68	O=C(CSc1ccc(-c2ccccc2)nn1)NCc1ccco1	8	1	7	4	3	-2	0	-0.4	7
69	CCC(=O)c1ccc(N2CCN(C(=O)c3ccc(Br)cc3)CC2)c(F)c1	0	2	2	0	-2	-2	-2	0.2	-3
70	N#C/C(=C(/O)c1ccccc1F)c1nc2cc(C(F)(F)F)ccc2s1	6	8	4	82*	3	2	1	-1.5	4
71	CC(C)c1nnc(NC(=O)CCC(=O)N2CCC(Cc3ccccc3)CC2)s1	5	0	0	0	-2	7	9	-0.6	1
72	CCCCN1CCNC[C@H]1Cc1ccc(O)cc1	6	4	-7	0	1	6	-1	0.6	5

Screening results as filed in PubChem.

The list is partial (hit frequency here may not be typical).
